Screening results from PubChem BioAssay.
4-MU autofl: qHTS Assay for Spectroscopic Profiling in 4-MU Spectral Region | 59,000 compounds, 11% hits | compound autofluorescence, 340/450 nm, 4-MU equivalents; active compounds read high | AID 589, 2007 | max dye-equivalent concentration, M; in the data active = max dye-equivalent concentration above about 10 nM; inconclusive = mostly about 1.1 nM to 9.6 nM
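Intrinsic fluorescence at 340/450 nm (ex/em) was read after 15 min at room temperature in pH 8.0, 100 mM Tris. Each compound concentration expressed as 4-MU-equivalent concentration from a six-point 4-MU standard series on each plate.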
HEK293 cAMP ctrl: qHTS Assay for Agonists of the Thyroid Stimulating Hormone Receptor: Activators of Intracellular cAMP Concentrations in Parental HEK 293. 73,000 compounds, 2.5% hits. AID 938, 2007. parental HEK293 CNG cAMP sensor, membrane potential fluorescence. Potency, µM (titrated, usually from 57.1 µM), inactives show at the highest dose activation, usual class: activators; also: potency is read from the fitted curve at half-maximal effect; % of control where 0% means no effect; nearly all actives have a fitted effect of over 55% in size
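Counterscreen for endogenous-receptor signalling: CNG-channel HEK 293 cells report cAMP rise by membrane depolarization. After 60 min dye equilibration with 100 uM RO 20-1724, compounds incubated 30 min before bottom-read fluorescence at 590 nm.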
Rhodamine autofl: qHTS Assay for Spectroscopic Profiling in Rhodamine Spectral Region; Rhodamine-region fluorescence, 547/598 nm, Tris buffer; active compounds read high; max dye-equivalent concentration, M; 59,000 compounds, 0.05% hits; in the data active = max dye-equivalent concentration above about 11 nM; inconclusive = between about 1.1 nM and that limit
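Intrinsic compound fluorescence, ex 547 / em 598 nm, CCD imager. Tris 100 mM pH 8.0; 15 min RT. Output = rhodamine dye-equivalent concentration at each compound concentration.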
A350 autofl: qHTS Assay for Spectroscopic Profiling in A350 Spectral Region. Compound autofluorescence, 340/450 nm, Alexa 350 dye-equivalents; active compounds read high. max dye-equivalent concentration, M. 59,000 compounds, 11% hits; in the data active = max dye-equivalent concentration above about 10 nM; inconclusive = mostly about 1.1 nM to 9.6 nM
Casp1 inh: qHTS Assay for Allosteric/Competitive Inhibitors of Caspase-1; P29466; AID 900, 2007; 75,000 compounds, 0.03% hits; Potency, µM (top dose mostly 57.5 µM), inactives show at the top dose activity change, negative = inhibition, hits mostly inhibitors; Caspase-1 enzyme, Ac-WEHD-AFC fluorogenic rate;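 also: potency is read from the fitted curve at half-maximal effect; plate controls were vehicle for no effect and no substrate for full effect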
BRCT inh green: qHTS Assay for Inhibitors of BRCT-Phosphoprotein Interaction (Green Fluorophore); Breast cancer type 1 susceptibility protein (Homo sapiens), P38398; BRCA1 BRCT-phosphopeptide binding, green fluorescence polarization; Potency, µM (titrated, usually from 76.9 µM), without a hit: top-dose activity change, negative = inhibition, hits mostly inhibitors; 75,000 compounds, 0.05% hits; AID 875, 2007;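 also: potency is read from the fitted curve at half-maximal effect; plate controls were peptide without protein for full effect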
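Fluorescence polarization: His-tagged BRCT (~35 kDa BRCA1 C-terminus, 250 nM) bound to 100 nM fluorescein-labeled phosphorylated 10-aa BACH1 peptide, pH 7.3 phosphate buffer with DTT and Tween 20. Compounds incubated 12 min at room temperature; inhibition read as lowered polarization.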
USP2a inhib: qHTS Assay for Inhibitors of Ubiquitin-specific Protease USP2a. 60,000 compounds, 0.1% hits. AID 927, 2007. Ubiquitin carboxyl-terminal hydrolase 2 (Homo sapiens), O75604. Potency, µM (titrated, usually from 38.3 µM), for inactives: at the top dose activity change, negative = inhibition, hits mostly inhibitors. USP2a enzymatic assay, qHTS inhibition;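 also: potency is read from the fitted curve at half-maximal effect; nearly all actives have a fitted effect of over 60% in size; plate controls were DMSO for no effect and NEM full inhibition control for full effect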
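USP2 core (20nM final) preincubated 30 min RT with compound, then Ub-PLA2 20nM and NBD C6-HPC 20uM final added; buffer 20mM Tris-HCl pH 8.0, 2mM CaCl2. Fluorescence Ex 460/Em 535 read at 0 and 2.5 h; normalized to NEM.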
Texas Red fluor: qHTS Assay for Spectroscopic Profiling in Texas Red Spectral Region | max dye-equivalent concentration, M | Compound fluorescence, Texas Red channel, 547/618 nm; active compounds read high | 59,000 compounds, 0.06% hits; in the data active = max dye-equivalent concentration above about 10 nM; inconclusive = between about 1.1 nM and that limit
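Pin-transferred compounds and Texas Red standards go into 100 mM Tris buffer, pH 8.0. After 15 min at room temperature, plates are imaged with 547/618 nm filters. Each value is a dye-equivalent concentration derived from the per-plate dye curve.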
Caspase-7 inhib: qHTS Assay for Allosteric/Competitive Inhibitors of Caspase-7; recombinant caspase-7, Ac-DEVD-AFC fluorescence rate; Potency, µM (titrated, usually from 57.5 µM), inactives show at the highest dose activity change, negative = inhibition, hits mostly inhibitors; AID 889, 2007; 75,000 compounds, 0.02% hits; active = well fitted inhibition curve with a large enough effect in the main read-out, with a control signal flat, not every such curve was filed as active; inconclusive = small, poorly fitted or top-dose-only effect, or a change in a side signal; also: potency is read from the fitted curve at half-maximal effect; % of control where 0% means no effect
BRCT PPI red: qHTS Assay for Inhibitors of BRCT-Phosphoprotein Interaction (Red Fluorophore). BRCT-phosphopeptide binding, red fluorescence polarization. Breast cancer type 1 susceptibility protein (Homo sapiens), P38398. Potency, µM (top dose mostly 76.9 µM), without a hit: at the top dose activity change, negative = inhibition, hits mostly inhibitors. AID 892, 2007. 75,000 compounds, 0.03% hits; also: % is scaled to controls: 0 for no effect and ±100 for the full control effect
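Rhodamine-labelled pBACH1 10-mer (100 nM) bound to BRCT domain (100 nM) at pH 7.3; compounds incubated 12 min room temperature, polarization read. Free peptide defines full inhibition; unlabelled decapeptide titrated as control.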
Fluorescein fluor: qHTS Assay for Spectroscopic Profiling in Fluorescein Spectral Region; Compound autofluorescence, 480/540 nm, fluorescein-equivalent; active compounds read high; max fluorescein-equivalent concentration, M; 59,000 compounds, 0.91% hits; in the data active = max fluorescein-equivalent concentration above about 10 nM; inconclusive = between about 1.1 nM and that limit
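Compounds (23 nL) in 100 mM Tris pH 8.0, 15 min at room temperature, then fluorescence read at 480 nm excitation/540 nm emission. Signal converted to fluorescein-equivalent concentration from an on-plate fluorescein standard curve.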
The depositor's hits bear a star; [ ] = another dose, or the depositor's remark. Unless noted, calls follow the shape of the dose curve; as a rule, active = well fitted curve in the direction sought with a large enough effect; inconclusive = small, poorly fitted or top-dose-only effect, or another doubt; inactive = no such curve, though single readings can be large; an effect the other way counts as inactive or inconclusive. A portion of the library; rates above refer to the full screens.

Screening COc1cccc(OCCCCCN2CCOCC2)c1 returned HEK293 cAMP ctrl 13.6%, Casp1 inh -3.8%, BRCT inh green -0.8%, USP2a inhib 4.3%, Caspase-7 inhib -1.6% and BRCT PPI red 0.9%.
For Cc1ccc(Cn2ncc3c(N4CCOCC4)ncnc32)cc1 the results were 4-MU autofl inactive, Rhodamine autofl inactive, A350 autofl inactive, Texas Red fluor inactive and Fluorescein fluor inactive.
Screening Cc1cc(=O)c2c(O)c(O)ccc2o1 returned 4-MU autofl 2.5e-08M*, HEK293 cAMP ctrl 1.1%, Rhodamine autofl inactive, A350 autofl 2.47e-08M*, Casp1 inh -5.7%, BRCT inh green -4.4%, USP2a inhib -5.6%, Texas Red fluor inactive, Caspase-7 inhib -3.4%, BRCT PPI red 1.4% and Fluorescein fluor inactive.
For COC(=O)C1=C(N)Oc2cc(C)n(Cc3cccnc3)c(=O)c2C1c1ccc(OC)c(OC)c1OC (stereo unspecified) the results were 4-MU autofl inactive, HEK293 cAMP ctrl -1.6%, Rhodamine autofl inactive, A350 autofl inconclusive, Casp1 inh 1.1%, BRCT inh green -2.0%, USP2a inhib 7.3%, Texas Red fluor inactive, Caspase-7 inhib -0.8%, BRCT PPI red 1.4% and Fluorescein fluor inactive.
Screening CS(=O)(=O)Nc1cccc(-c2cc(NCc3ccccc3)ncn2)c1 returned 4-MU autofl inactive, HEK293 cAMP ctrl 5.0%, Rhodamine autofl inactive, A350 autofl inactive, Casp1 inh -3.8%, BRCT inh green -0.6%, USP2a inhib 9.9%, Texas Red fluor inactive, Caspase-7 inhib -2.0%, BRCT PPI red -2.2% and Fluorescein fluor inactive.
For COc1ccc(C(=O)N2CCC3(CCCN(Cc4ccccc4)C3)CC2)cc1 the results were 4-MU autofl inactive, HEK293 cAMP ctrl 13.2%, Rhodamine autofl inactive, A350 autofl inactive, Casp1 inh 0.0%, BRCT inh green -0.6%, USP2a inhib 27.8%, Texas Red fluor inactive, Caspase-7 inhib -0.4%, BRCT PPI red -0.2% and Fluorescein fluor inconclusive.
For COCCn1c(C)cc(C(=O)CSc2nnc(C)s2)c1C the results were 4-MU autofl inactive, HEK293 cAMP ctrl -0.2%, Rhodamine autofl inactive, A350 autofl inactive, Casp1 inh -0.7%, BRCT inh green -1.3%, USP2a inhib 0.1%, Texas Red fluor inactive, Caspase-7 inhib -1.0%, BRCT PPI red 0.2% and Fluorescein fluor inactive.
`CSc1nc2c(c(=O)[nH]1)C(c1cccs1)C1=C(CCCC1=O)N2` (stereo unspecified) gave 4-MU autofl 2.39e-08M*, HEK293 cAMP ctrl inconclusive, Rhodamine autofl inactive, A350 autofl 2.23e-08M*, Casp1 inh -0.2%, BRCT inh green 5.0%, USP2a inhib 21.6%, Texas Red fluor inactive, Caspase-7 inhib 0.4%, BRCT PPI red -0.8% and Fluorescein fluor inconclusive.
CCOC(=O)N1CCN(S(=O)(=O)c2ccc(F)c(C(=O)Nc3cccc(C)c3C)c2)CC1 was read as 4-MU autofl inactive, HEK293 cAMP ctrl inconclusive, Rhodamine autofl inactive, A350 autofl inactive, Casp1 inh -1.9%, BRCT inh green 0.5%, USP2a inhib 20.1%, Texas Red fluor inconclusive, Caspase-7 inhib -0.6%, BRCT PPI red 0.2% and Fluorescein fluor inactive.
`CC12CCC3c4ccc(OCc5ccccc5)cc4CCC3C1CC(O)C2O` (stereo unspecified) gave Casp1 inh -0.7%, BRCT inh green -1.2%[3.08 µM], USP2a inhib 57.0%[activator], Caspase-7 inhib -4.9% and BRCT PPI red 1.1%.
`COc1cc(NS(=O)(=O)c2ccc(OC)c(C)c2C)c(OC)cc1Cl` gave 4-MU autofl inactive, HEK293 cAMP ctrl inconclusive, Rhodamine autofl inactive, A350 autofl inactive, Casp1 inh -3.2%, BRCT inh green -1.9%, USP2a inhib inconclusive, Texas Red fluor inactive, Caspase-7 inhib -4.3%, BRCT PPI red -0.3% and Fluorescein fluor inconclusive.
Cc1cc(=O)oc2cc(OCCSCCN3CCOCC3)ccc12 was read as 4-MU autofl inconclusive, Rhodamine autofl inactive, A350 autofl 1.01e-08M*, Texas Red fluor inconclusive and Fluorescein fluor inactive.
`Cc1cccnc1N(C(=O)Nc1ccccc1)C1=NCC(C)(C)S1` gave 4-MU autofl inactive, HEK293 cAMP ctrl 7.9%, Rhodamine autofl inactive, A350 autofl inactive, Casp1 inh 2.4%, BRCT inh green -1.5%, USP2a inhib 2.8%, Texas Red fluor inactive, Caspase-7 inhib 0.5%, BRCT PPI red 1.3% and Fluorescein fluor inactive.
`CCC(=O)c1ccc(OCC(O)CN2C(=O)NC(C)(C)C2=O)cc1` (stereo unspecified) gave HEK293 cAMP ctrl inconclusive, Casp1 inh 0.7%, BRCT inh green -0.9%, Caspase-7 inhib 0.5% and BRCT PPI red -1.1%.
Screening CCOC1(OCC)N=C(N)C2(C#N)C(c3cccc(OC)c3OC)C12C#N (stereo unspecified) returned 4-MU autofl inactive, HEK293 cAMP ctrl -1.8%, Rhodamine autofl inactive, A350 autofl inactive, Casp1 inh -5.4%, BRCT inh green -2.6%, USP2a inhib 1.3%, Texas Red fluor inactive, Caspase-7 inhib -5.6%, BRCT PPI red -1.5% and Fluorescein fluor inactive.
Screening O=c1cc(-c2cccc(O)c2O)oc2ccccc12 returned 4-MU autofl inactive, HEK293 cAMP ctrl 23.4%, Rhodamine autofl inactive, A350 autofl inactive, Casp1 inh 0.9%, BRCT inh green -2.2%, Texas Red fluor inactive, Caspase-7 inhib -0.6%, BRCT PPI red -1.0% and Fluorescein fluor inactive.
For COc1ccc(CCN2CC(C(=O)O)CC2=O)cc1 (stereo unspecified) the results were 4-MU autofl inactive, HEK293 cAMP ctrl 4.0%, Rhodamine autofl inactive, A350 autofl inactive, Casp1 inh -1.0%, BRCT inh green 0.0%, USP2a inhib 5.5%, Texas Red fluor inactive, Caspase-7 inhib -1.2%, BRCT PPI red 0.2% and Fluorescein fluor inconclusive.
For O=C1CCC(=O)N1CN(C(=O)c1ccco1)c1ccc(Cl)c(Cl)c1 the results were 4-MU autofl inactive, Rhodamine autofl inactive, A350 autofl inactive, Texas Red fluor inactive and Fluorescein fluor inconclusive.
CCCN1CCN(C(=O)CCCn2c(C)c3cnn(-c4ccccc4)c(=O)c3c2C)CC1 was read as HEK293 cAMP ctrl -1.7%, Casp1 inh 5.0%, BRCT inh green -4.3%, Caspase-7 inhib -2.6% and BRCT PPI red -0.2%.
For Cc1cc(C(=O)OCC(=O)c2c(N)n(C)c(=O)n(C)c2=O)c(C)o1 the results were 4-MU autofl inactive, HEK293 cAMP ctrl -12.1%, Rhodamine autofl inactive, A350 autofl inactive, Casp1 inh 1.2%, BRCT inh green -0.2%, USP2a inhib 7.0%, Texas Red fluor inconclusive, Caspase-7 inhib -1.8%, BRCT PPI red -2.6% and Fluorescein fluor inactive.
For O=C(OCc1nc2ccccc2s1)C1CCN(S(=O)(=O)c2cccs2)CC1 the results were 4-MU autofl inactive, HEK293 cAMP ctrl 17.2%, Rhodamine autofl inactive, A350 autofl inactive, Casp1 inh -6.9%, BRCT inh green 5.3%, USP2a inhib 7.5%, Texas Red fluor inactive, Caspase-7 inhib -5.0%, BRCT PPI red 0.6% and Fluorescein fluor inconclusive.
For Nc1nc2ccc(S(=O)(=O)c3ccc4nc(N)sc4c3)cc2s1 the results were 4-MU autofl inactive, HEK293 cAMP ctrl 0.7%, Rhodamine autofl inactive, A350 autofl inconclusive, Casp1 inh -0.2%, BRCT inh green 2.2%, USP2a inhib 8.2%, Texas Red fluor inconclusive, Caspase-7 inhib -10.1%, BRCT PPI red -0.9% and Fluorescein fluor inactive.
For COC(=O)CC1C(=O)NCCN1C(=O)Nc1ccccc1 (stereo unspecified) the results were 4-MU autofl inactive, HEK293 cAMP ctrl 6.6%, Rhodamine autofl inactive, A350 autofl inactive, Casp1 inh 1.8%, BRCT inh green -3.6%, USP2a inhib -6.3%, Texas Red fluor inactive, Caspase-7 inhib 0.7%, BRCT PPI red -1.0% and Fluorescein fluor inactive.
For COCCCNc1nc2c(c(=O)[nH]c(=O)n2C)n1CC(O)COc1cccc(C)c1 (stereo unspecified) the results were 4-MU autofl inactive, HEK293 cAMP ctrl -0.4%, Rhodamine autofl inactive, A350 autofl inconclusive, Casp1 inh 1.8%, BRCT inh green -0.1%, USP2a inhib 11.9%, Texas Red fluor inactive, Caspase-7 inhib -0.3%, BRCT PPI red -0.8% and Fluorescein fluor inconclusive.
